# ROS inducer: inducers of reactive oxygen species in cancer cells; U2OS ROS induction, H2DCF-DA fluorescence; ROS induction (% of piperlongumine), % at 10 µM; 2% of 46,000 active; in the data active = ROS induction above about 79%, passing the limit was not always enough;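 note: 0% = DMSO vehicle median and 100% = reference compound median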
# Active calls of the source: *. Only part of the results is shown; rates above refer to the full screens.
SMILES,ROS inducer
COc1ccc(NC(=O)N(C)C[C@H]2Oc3c(NC(=O)C4CC4)cccc3C(=O)N([C@H](C)CO)C[C@@H]2C)cc1,0.6
Cc1ccc(S(=O)(=O)Nc2ccc3c(c2)C(=O)N([C@H](C)CO)C[C@H](C)[C@@H](CN(C)C(=O)NC2CCCCC2)OCCCC[C@@H](C)O3)cc1,20.4
C[C@H]1CN([C@@H](C)CO)C(=O)c2cccc(NC(=O)C3CCOCC3)c2O[C@H]1CN(C)S(=O)(=O)c1ccc(Cl)cc1,20.1
CNC[C@@H]1Oc2c(NS(=O)(=O)c3ccc(Cl)cc3)cccc2C(=O)N([C@@H](C)CO)C[C@@H]1C,-9.5
COc1cc2occ(-c3ccc4c(c3)OCO4)c(=O)c2c(OC)c1OC,-8.3
C[C@@H]1CCCCO[C@@H](CN(C)S(C)(=O)=O)[C@@H](C)CN([C@H](C)CO)C(=O)c2cc(NC(=O)NC3CCCCC3)ccc2O1,25.6
Cc1c(C)c(C)c(CSc2cccc(NC(=O)/C=C/C(=O)O)c2)c(C)c1C,-7.6
COc1c(C=O)c(O)cc2c1C(=O)c1ccccc1C2=O,9.1
C[C@H]1CN([C@@H](C)CO)C(=O)c2cc(NC(=O)C3CCCCC3)ccc2O[C@H]1CN(C)CC1CCCCC1,-14.3
C[C@@H]1CN([C@@H](C)CO)C(=O)CCCn2nncc2CO[C@@H]1CN(C)C(=O)Nc1ccc(C(C)(C)C)cc1,113.6*
COC(=O)N1c2ccccc2C=CC1C#N (centres undefined),0.3
Cc1cc(=O)[nH]c(SC(C)C(=O)Nc2cccc3ccccc23)n1 (centres undefined),-7.4
C[C@@H]1CN([C@@H](C)CO)C(=O)c2cc(NS(=O)(=O)c3ccc(F)cc3)ccc2O[C@H]1CN(C)S(=O)(=O)c1ccc(Cl)cc1,12.3
O=C(Cn1cnc2c(nnn2-c2cccc(Cl)c2)c1=O)N1CCCc2ccccc21,-11.2
C[C@H](CO)N1C[C@H](C)[C@H](CN(C)S(=O)(=O)c2cccs2)Oc2ccc(NC(=O)CCN3CCOCC3)cc2CC1=O,-5.5
C[C@@H]1CN([C@@H](C)CO)C(=O)CCCn2cc(nn2)CO[C@@H]1CN(C)S(=O)(=O)c1ccc(C#N)cc1,-8.4
Cc1ccc(-c2nc(C(=O)N(C)c3cc(C)ccc3C)c3n2CCCCC3)cc1,8.5
C[C@H]1CN([C@@H](C)CO)C(=O)c2cc(NC(=O)CCCCCC(=O)Nc3ccccc3N)ccc2O[C@@H]1CN(C)C(=O)Nc1ccc(C(F)(F)F)cc1,-6.7
C[C@@H]1CN([C@H](C)CO)C(=O)Cc2cc(NS(=O)(=O)c3ccc(F)cc3)ccc2O[C@@H]1CN(C)Cc1ccc2c(c1)OCO2,19.1
Cc1noc(C)c1S(=O)(=O)N(C)C[C@@H]1Oc2ccc(N(C)C)cc2CC(=O)N([C@H](C)CO)C[C@H]1C,-12.8
C[C@H]1CN([C@@H](C)CO)C(=O)c2cccc(NC(=O)c3nc4ccccc4s3)c2O[C@@H]1CN(C)C(=O)Nc1ccc(C(F)(F)F)cc1,2.0
COc1ccc([C@H]2C=C(C(=O)N3CCN(Cc4ccc5c(c4)OCO5)CC3)O[C@@H](OCc3ccc(CO)cc3)C2)cc1,46.2
C[C@@H]1CCCCO[C@@H](CN(C)S(=O)(=O)c2ccc(Cl)cc2)[C@@H](C)CN([C@H](C)CO)C(=O)c2cc(NC(=O)CCC(F)(F)F)ccc2O1,12.6
Cc1noc(C)c1S(=O)(=O)Nc1cccc2c1O[C@@H](CN(C)C(=O)Nc1ccccc1)[C@@H](C)CN([C@@H](C)CO)C2=O,-1.6
CCC(C)C(=O)O[C@H]1C[C@H](O)C=C2C=C[C@H](C)[C@H](CC[C@@H](O)C[C@@H](O)CC(=O)O)C21 (some centres undefined),-6.2

# In another format: 5 of the compounds above
molecule	ROS inducer
C[C@H]1CN([C@@H](C)CO)C(=O)c2cc(NC(=O)CCCCCC(=O)Nc3ccccc3N)ccc2O[C@@H]1CN(C)C(=O)Nc1ccc(C(F)(F)F)cc1	-6.7
C[C@@H]1CN([C@H](C)CO)C(=O)Cc2cc(NS(=O)(=O)c3ccc(F)cc3)ccc2O[C@@H]1CN(C)Cc1ccc2c(c1)OCO2	19.1
Cc1noc(C)c1S(=O)(=O)N(C)C[C@@H]1Oc2ccc(N(C)C)cc2CC(=O)N([C@H](C)CO)C[C@H]1C	-12.8
C[C@H]1CN([C@@H](C)CO)C(=O)c2cccc(NC(=O)c3nc4ccccc4s3)c2O[C@@H]1CN(C)C(=O)Nc1ccc(C(F)(F)F)cc1	2.0
COc1ccc([C@H]2C=C(C(=O)N3CCN(Cc4ccc5c(c4)OCO5)CC3)O[C@@H](OCc3ccc(CO)cc3)C2)cc1	46.2

# (cont.)
SMILES,ROS inducer
Cc1cc2nc(SCC(=O)NN)[nH]c2cc1C,-26.3
Cc1noc(C)c1S(=O)(=O)Nc1cccc2c1O[C@@H](CN(C)Cc1ccc(Cl)c(Cl)c1)[C@@H](C)CN([C@@H](C)CO)C2=O,4.9
CCOC(=O)c1nc2c(o1)NC(N)=C(C#N)C2c1ccc(Cl)cc1 (centres undefined),5.0
C[C@H]1CN([C@@H](C)CO)C(=O)Cc2cc(NC(=O)CCC(F)(F)F)ccc2O[C@H]1CN(C)Cc1ccccc1,10.4
C[C@@H]1CN([C@H](C)CO)C(=O)c2cccc(NC(=O)CCCCCC(=O)Nc3ccccc3N)c2O[C@@H]1CN(C)S(=O)(=O)c1cn(C)cn1,-10.4
O=C(O)CCNS(=O)(=O)c1cccc(F)c1,-3.4
COc1ccc(OC)c(NC(=O)COc2ccccc2)c1,-0.9
COc1cc2c(cc1OC)-c1cc3ccc(OC)c(OC)c3c[n+]1CC2,0.5
COc1ccc(S(=O)(=O)Nc2ccc3c(c2)C(=O)N([C@H](C)CO)C[C@H](C)[C@@H](CN(C)Cc2ccc(C(=O)O)cc2)O3)cc1,2.5
Cc1noc(C)c1NC(=O)Nc1ccc2c(c1)CC(=O)N([C@H](C)CO)C[C@@H](C)[C@@H](CN(C)Cc1ccc(Oc3ccccc3)cc1)O2,34.1
C[C@@H]1CN([C@@H](C)CO)C(=O)Cc2cc(NC(=O)Cc3ccccc3)ccc2O[C@@H]1CN(C)C(=O)Nc1ccc(C(F)(F)F)cc1,19.8
CC(C)[C@@H]1NC(=O)[C@@H](Cc2c[nH]c3ccccc23)n2c1nc1ccccc1c2=O,0.8
C[C@H](CO)N1C[C@H](C)[C@H](CN(C)C(=O)NC2CCCCC2)OCc2cn(nn2)CCCC1=O,-6.8
COc1c(O)c(C(=O)CCc2ccccc2)c(OC)c(OC)c1OC,7.4
O=C(c1ccc2c(c1)OCO2)N1CCCCC1,-2.4
CN1C(=O)c2cccc3cccc(c23)[S+]1c1ccccc1C(=O)O (centres undefined),2.5
COc1ccc([Si](C)(C)[C@@H]2[C@@H](CCO)O[C@]3(C(=O)N(Cc4ccc(NC(C)=O)cc4)c4ccccc43)[C@H]2C)cc1,93.2*
CC(Oc1ccccc1)C(=O)NCCN1CCOCC1 (centres undefined),1.5
COc1cccc(Cc2nnc(-c3c(-c4ccccc4)noc3C)o2)c1,-7.4
C[C@@H]1CN([C@H](C)CO)C(=O)Cc2cc(NS(C)(=O)=O)ccc2O[C@H]1CN(C)C(=O)Nc1cccc2ccccc12,12.4
O=C(O)CCC(=O)c1ccc2c(c1)OCCCO2,9.7
COc1ccc(NC(=O)Nc2ccc3c(c2)CC(=O)N([C@@H](C)CO)C[C@H](C)[C@@H](CN(C)S(=O)(=O)c2cccs2)O3)cc1,25.0
Cc1cc(Br)c(NC(=O)CSc2nc3ccccc3[nH]2)cc1C,11.6
Cc1c(Br)c([N+](=O)[O-])nn1C(C)C(=O)Nc1ccc(CC#N)cc1 (centres undefined),-2.8
COc1cccc(NC(=O)COc2ccccc2OC)c1,-5.4
# Following part.
SMILES,ROS inducer
NC(N)=NC(N)=Nc1ccccc1,-0.3
COc1ccc(C(=O)COc2ccc(NC(=O)c3ccccc3[N+](=O)[O-])cc2)cc1,8.7
COc1cc(-c2c(C#N)c(SCC#N)nc(N)c2C(=O)OC(C)C)cc(OC)c1OC,15.9
Cc1noc(C)c1NC(=O)N(C)C[C@H]1Oc2ccc(NS(=O)(=O)c3c(C)noc3C)cc2CC(=O)N([C@@H](C)CO)C[C@H]1C,-5.7
C[C@@H]1CN([C@H](C)CO)C(=O)c2cc(NC(=O)Nc3ccccc3)ccc2O[C@H]1CN(C)C(=O)NC1CCCCC1,-13.9
O=C1CC(SCCc2nc3ccccc3[nH]2)C(=O)N1c1ccc(F)cc1 (centres undefined),-7.9
NC(=O)CSc1nnc(-c2cccnc2)n1-c1cccc(C(F)(F)F)c1,-4.0
C[C@H](CO)N1C[C@H](C)[C@H](CN(C)S(=O)(=O)c2ccc(F)cc2)Oc2c(NC(=O)CCCCCC(=O)Nc3ccccc3N)cccc2C1=O,-5.6
Cc1cc(C(=O)Nc2cccc3c2O[C@@H](CN(C)Cc2ccc4c(c2)OCO4)[C@H](C)CN([C@H](C)CO)C3=O)n(C)n1,4.1
CC1=Nc2cc(C(=O)O)ccc2Sc2ccc(Br)cc21,-6.7
CC(C)(C)c1ccc(OCC(=O)Nc2cccc(C(=O)O)c2)cc1,10.3
C[C@@H]1CN([C@H](C)CO)C(=O)c2cc(NC(=O)CCC(F)(F)F)ccc2O[C@@H]1CN(C)C(=O)NC1CCCCC1,-1.2
COc1cc(OC)nc(NC(=O)CSc2nc3ccccc3[nH]2)n1,-11.4
N#CC(=C1SCCCCS1)S(=O)(=O)c1ccc(Cl)cc1,4.2
C[C@H]1CN([C@@H](C)CO)C(=O)Cc2cc(NS(=O)(=O)c3ccc(F)cc3)ccc2O[C@@H]1CN(C)Cc1ccc(Oc2ccccc2)cc1,36.1
C[C@@H]1CN([C@H](C)CO)C(=O)c2cccc(NS(C)(=O)=O)c2O[C@@H]1CN(C)S(=O)(=O)c1ccc(F)cc1,-1.4
CCCc1cc(=O)[nH]c(/N=C(\N)Nc2cccc(C(F)(F)F)c2)n1,-3.6
CNC[C@@H]1Oc2ccc(NS(=O)(=O)c3c(C)noc3C)cc2C(=O)N([C@H](C)CO)C[C@@H]1C,-1.5
Cc1ccc(S(=O)(=O)NC(=O)NC2CCCc3ccccc32)cc1 (centres undefined),-5.2
CC(C)NC(=O)Nc1cccc2c1O[C@H](CN(C)C(=O)NC1CCCCC1)[C@@H](C)CN([C@@H](C)CO)C2=O,2.8
Cc1ccc(S(=O)(=O)Nc2ccc3c(c2)C(=O)N([C@H](C)CO)C[C@H](C)[C@H](CN(C)S(=O)(=O)c2ccccc2)O3)cc1,-10.6
C[C@@H]1CN([C@H](C)CO)C(=O)c2cc(NS(=O)(=O)c3ccc(Cl)cc3)ccc2O[C@@H]1CN(C)S(=O)(=O)c1cn(C)cn1,1.6
C[C@@H]1CN([C@@H](C)CO)C(=O)c2cccc(NC(=O)c3cnccn3)c2O[C@@H]1CN(C)Cc1ccc(C(F)(F)F)cc1,-3.2
C[C@@H]1CN([C@H](C)CO)C(=O)c2cc(NC(=O)Nc3ccc(F)cc3)ccc2O[C@H]1CN(C)C(=O)Nc1ccccc1,-3.4
CCCC(O)c1c(O)cccc1C1(O)CC(=O)C/C1=C\C(O)CC(=O)O (centres undefined),-4.3

# The last 4 compounds of the section before lead into the next:
SMILES,ROS inducer
C[C@@H]1CN([C@H](C)CO)C(=O)c2cc(NS(=O)(=O)c3ccc(Cl)cc3)ccc2O[C@@H]1CN(C)S(=O)(=O)c1cn(C)cn1,1.6
C[C@@H]1CN([C@@H](C)CO)C(=O)c2cccc(NC(=O)c3cnccn3)c2O[C@@H]1CN(C)Cc1ccc(C(F)(F)F)cc1,-3.2
C[C@@H]1CN([C@H](C)CO)C(=O)c2cc(NC(=O)Nc3ccc(F)cc3)ccc2O[C@H]1CN(C)C(=O)Nc1ccccc1,-3.4
CCCC(O)c1c(O)cccc1C1(O)CC(=O)C/C1=C\C(O)CC(=O)O (centres undefined),-4.3
C[C@@H]1CN([C@@H](C)CO)C(=O)c2cc(NC(=O)Cn3cnnn3)ccc2O[C@@H]1CN(C)C(=O)Nc1ccccc1,12.9
Cc1ccc(S(=O)(=O)Nc2ccc3c(c2)CC(=O)N([C@@H](C)CO)C[C@H](C)[C@@H](CN(C)S(=O)(=O)c2ccc(F)cc2)O3)cc1,12.7
COc1cccc(NC(=O)Cn2cnc3c2c(=O)n(C)c(=O)n3C)c1,20.5
C[C@@H]1CN([C@H](C)CO)C(=O)c2cccc(NC(=O)Nc3ccccc3)c2O[C@H]1CN(C)Cc1ccccc1,4.6
Cc1c(NC(=O)COc2ccc(Br)cc2)cccc1C(=O)O,-2.7
C[C@@H]1CCCCO[C@H](CN(C)Cc2ccncc2)[C@@H](C)CN([C@H](C)CO)C(=O)c2cc(NS(=O)(=O)c3ccc(F)cc3)ccc2O1,-6.7
COc1ccc(CN(C)C[C@H]2Oc3ccc(NC(=O)CCCCCC(=O)Nc4ccccc4N)cc3CC(=O)N([C@@H](C)CO)C[C@H]2C)cc1,12.8
CCc1ccc(-n2c(SCC(=O)Nc3cc(Cl)ccc3C)nnc2-c2ccncc2)cc1,19.6
Cc1[nH]c2ccccc2c1/C=N/n1cnc2sc3c(c2c1=O)CCCC3,-6.2
NS(=O)(=O)c1ccc(CCNC(=O)c2cccn3c(=O)c4cc5ccccc5cc4nc23)cc1,27.7
COc1ccc(OC)c(C(C)NC(=O)Nc2ccc([N+](=O)[O-])cc2OC)c1 (centres undefined),1.1
c1ccc2[nH]c(CSCCC3CCCCC3)nc2c1,-18.3
CC(=O)Nc1ccccc1-c1nc2ccccc2nc1OCC(=O)c1ccc(Br)cc1,4.4
Cc1cc(C)c2oc(-c3ccc(NC(=O)COc4ccccc4[N+](=O)[O-])cc3)nc2c1,-4.2
Cc1cc(C(=O)Nc2cccc3c2O[C@@H](CN(C)S(=O)(=O)c2cccs2)[C@H](C)CN([C@H](C)CO)C3=O)n(C)n1,-0.8
COc1ccc(NC(=O)Nc2ccc3c(c2)C(=O)N([C@H](C)CO)C[C@H](C)[C@H](CN(C)C(=O)C2CCCCC2)OCCCC[C@@H](C)O3)cc1,26.0
Cc1cc(C(=O)Nc2cccc3c2O[C@@H](CN(C)Cc2ccc(C(F)(F)F)cc2)[C@@H](C)CN([C@H](C)CO)C3=O)n(C)n1,14.5

# Screening results from PubChem BioAssay.
